SRC2 inh – inhibits human steroid receptor coactivator 2. Q15596. AID 651957. inhibition, % at 9 µM. HEK293 GAL4-SRC2 luciferase reporter, luminescence. hit rate 0.17% among 370,000;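 active = inhibition above the mean inhibition of all tested compounds plus 3 SD, set per campaign, cut at about 52% in these data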;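 also: 0% = DMSO treated cells and 100% = cells given Gossypol at 36 µM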
LRH-1 inv ag – NR5A2 inverse agonism in reporter assay; HEK293T StAR-luciferase reporter, LRH-1 transfected, 24 h; AID 602396; hit rate 0.13% among 360,000; inhibition, % at 3.6 µM; O00482;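 active = inhibition above the mean inhibition of all tested compounds plus 3 SD, cut at about 73% in these data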;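 also: 0% = DMSO wells and 100% = reporter-only cells lacking LRH-1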
NCOA1 inh – inhibitors of human steroid receptor coactivator 1 (SRC1) | Q15788 | HEK293 GAL4-SRC1 luciferase reporter, luminescence | inhibition, % at 3.6 µM | hit rate 0.12% among 360,000;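 active = inhibition above the campaign mean plus 3 SD, with each screening campaign given its own cutoff, cut at about 60% in these data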;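 also: 0% = DMSO treated cells and 100% = gossypol at 36 µM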
C8 TRAIL sens – sensitizes caspase-8 expressing cells to TRAIL; NB7+C8 cells + TRAIL, ATPlite viability luminescence; inhibition (viability loss, TRAIL sensitization), % at 10 µM; hit rate 1% among 360,000;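 active = compounds causing at least 50% loss of cell viability in the single-dose screen, relative to plate controls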
COUP-TFII inh – blocks human COUP-TFII nuclear receptor; P24468; HEK293T NGFI-A luciferase reporter, luminescence; inhibition, % at 8.6 µM; hit rate 0.7% among 370,000; AID 686940;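 active = inhibition above a per-plate cutoff, mean inhibition of test wells between control levels plus 3 SD, cut at about 38% in these data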;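 also: cells cotransfected with COUP-TFII expression vector driving the NGFI-A reporter; 0% = median of COUP-TF2 test wells and 100% = reporter-only cells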
NCOA3 inh – inhibitors of human steroid receptor coactivator 3 (SRC3). HEK293 GAL4-SRC3 luciferase reporter, luminescence. hit rate 0.17% among 360,000. inhibition, % at 3.6 µM. Q9Y6Q9. AID 588352;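 active = inhibition above a per-campaign cutoff, the mean of all compounds plus 3 SD, cut at about 60% in these data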;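 also: 0% = DMSO-treated cells and 100% = gossypol-treated cells at 36 µM; higher means less SRC3-driven luciferase light from the GAL4 reporter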
Vif imaging – HIV Vif inhibition; HEK293T cells, Vif self-association by quenched fluorescence, imaging, 24 h; inhibition, % at 7.49 µM; hit rate 0.35% among 340,000; AID 602346; in the data active = inhibition above about 50%, passing the limit was not always enough; inconclusive = no clear call, values can overlap the other calls; inactive = below about 31%; also: some results filed as inactive read as strong as hits
EBV LMP1 NFkB – Epstein-Barr LMP1 NF-kappaB reporter inhibition; LMP1-induced NF-kappaB luciferase reporter cells, luminescence; inhibition, % at 12.5 µM; hit rate 0.69% among 350,000; in the data active = inhibition above about 41%; inconclusive = no clear call, values can overlap the other calls;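 also: 0% = neutral control wells and 100% = reference inhibitor control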
NOD2-RIPK2 inh – inhibitors of human NOD2-RIPK2 interaction; O43353; CHO BLA complementation NOD2-RIPK2, CCF4 ratio; inhibition, % at 4.98 µM; hit rate 0.38% among 360,000; in the data active = inhibition above about 21%;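 also: 0% = vehicle only and 100% = reference blocker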
TLR9-MyD88 inh – TLR9-MyD88 interaction inhibition; Q9NR96+Q99836; CHO BLA complementation TLR9-MyD88, CCF4 FRET ratio; inhibition, % at 4.98 µM; hit rate 0.21% among 340,000;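 active = inhibition above the mean over all tested compounds plus 3 SD, cut at about 21% in these data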;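 also: 0% = DMSO only wells and 100% = clavulanate BLA inhibitor control wells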
TROY NFkB inh – TROY signaling inhibition; Q293 LMP1-TROYcd NF-kB luciferase reporter, 4 h; inhibition, % at 10 µM; hit rate 0.98% among 360,000; AID 1347056;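 active = compounds whose plate-normalised and pattern-corrected inhibition of the luciferase reporter signal at the single screening dose is 50% or more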
Active calls of the source: *; ? = inconclusive; / = no result given. This is a subset, so the mix of outcomes need not match the whole.

SMILES | SRC2 inh | LRH-1 inv ag | NCOA1 inh | C8 TRAIL sens | COUP-TFII inh | NCOA3 inh | Vif imaging | EBV LMP1 NFkB | NOD2-RIPK2 inh | TLR9-MyD88 inh | TROY NFkB inh
COc1ccc(OC)c2c(C)cc(N3CCN(C(=O)c4ccc(C)cc4)CC3)nc12 | 5 | 10 | -12 | -10 | -2 | -3 | -7 | 8 | -6 | 8 | -5
CCN(CC)c1ccc(C2CC(=O)Nc3cc(OC)c(OC)cc32)cc1 (centres undefined) | 9 | 4 | 3 | -15 | 16 | -2 | -2 | 8 | 2 | -8 | 10
COc1ccc(C2C(C#N)=C(N)Oc3n[nH]c(C)c32)cc1CN1CCN(c2ccc(F)cc2)CC1 (centres undefined) | 2 | 10 | -5 | -2 | 0 | 0 | -5 | 1 | -2 | 5 | 22
COc1cc(OC)c2c(=O)cc(-c3cccnc3)oc2c1 | -30 | 0 | -10 | 5 | -25 | -18 | -2 | -5 | 4 | -11 | -15
COc1cccc(CNC(=O)C2CCN(S(=O)(=O)c3ccc4c(c3)OCCO4)CC2)c1 | -15 | 4 | -26 | -4 | -8 | 13 | -1 | 2 | -1 | -8 | -13
COC(=O)c1ccc(CN2CCC(n3nccc3NC(=O)C3CC3)CC2)cc1 | -5 | -17 | 1 | -15 | -20 | -10 | -6 | -7 | -20 | -13 | -13
CCOc1ccccc1-c1nc(-c2cc3ccc(C)cc3[nH]c2=O)no1 | -30 | 9 | -25 | -1 | 4 | 15 | -1 | -2 | -3 | 11 | -13
Cc1cccc(NC(=O)c2ccccc2Br)n1 | -82 | -3 | -24 | 15 | -82 | -34 | -1 | -19 | -3 | 5 | -38
CN1c2ccccc2C(=O)C(=C2SCCCS2)S1(=O)=O | -11 | -8 | -27 | 15 | 10 | -7 | -8 | 7 | -2 | -1 | 6
CSc1ccc(OCC(=O)Nc2ccc(N3CCOCC3)c(Cl)c2)cc1 | 8 | 16 | 1 | 17 | 2 | 6 | / | 1 | -6 | 9 | 14
OCCC1CN(CC2CCCCC2)CCN1CC1CCCCC1 (centres undefined) | -10 | 7 | 3 | 3 | -7 | 5 | -6 | -6 | -10 | -2 | 4
COc1cc(Cl)c(C)cc1NC(=O)COC(=O)c1cnc(C)cn1 | -5 | 3 | -10 | -2 | 7 | 5 | 10 | -5 | -11 | -8 | 1
CCCCNC(=O)C1(C)CCCCN1C(=O)c1ccno1 (centres undefined) | -6 | -9 | -7 | 7 | -8 | -9 | 1 | / | 11 | / | 3
CCCCCc1c(-c2ccc(Br)cc2)ncn1CCc1ccccc1OC | 11 | -35 | / | 38 | 1 | / | / | / | 3 | / | 0
CC1CCCCN1C(=O)C1CCN(c2nc(-c3ccccc3)nc3c2CCC3)CC1 (centres undefined) | 16 | 9 | -1 | 3 | 5 | 11 | -5 | 9 | 3 | -8 | 2
O=C(Cn1c(C(=O)N2CCN(C3CCCCC3)CC2)cc2sccc21)c1ccccc1 | -1 | -32 | 2 | 0 | -9 | 15 | -3 | -16 | 6 | -8 | -25
Cc1ccccc1CC(=O)N1CCCc2ccccc21 | 7 | 1 | -27 | -9 | -2 | -12 | -2 | -5 | 5 | -10 | 21
CC(C)COC(=O)N(C)c1ccc(C(O)(C(F)(F)F)C(F)(F)F)cc1 | 3 | -6 | -11 | 10 | 7 | 2 | -14 | 0 | 1 | -10 | -18
O=C1CCCc2nc(NCc3ccco3)ncc21 | -10 | -4 | -8 | -18 | -12 | -21 | 4 | -6 | -13 | -6 | -22
COc1ccc(CN(C)CC(=O)Nc2ccccc2-c2ccccc2)c(OC)c1 | -16 | 15 | -14 | 5 | 18 | 11 | -6 | -5 | 5 | 9 | 2
O=C1CNC(=S)N1Cc1ccccc1Cl | 2 | 8 | -9 | -10 | 4 | -1 | -12 | -1 | -11 | 7 | 16
CN(C)/C=C(\C#N)C(=O)Nc1ccc(F)cc1 | -10 | -44 | -53 | -10 | -29 | -40 | / | -12 | -7 | 3 | -20
COc1ccc(N2C(=O)C3CCCN3C2c2ccc(F)cc2)cc1Cl (centres undefined) | -14 | -4 | -19 | 5 | 13 | -19 | 0 | 8 | -7 | 2 | -5
COc1ccc(-n2c(C)cc(C(=O)CN3C(=O)C(=O)N(Cc4ccccc4)C3=O)c2C)cc1 | 8 | 12 | -43 | -2 | 13 | -1 | 7 | -6 | 4 | -15 | 14
CCOC(=O)/C=C/C(=O)OCC(=O)Nc1cccc(Br)c1 | -1 | 12 | 11 | 2 | 5 | 7 | 7 | -1 | -11 | 1 | 0
C/C(=N\Nc1nc(C)cc(-c2ccccc2)n1)c1ccccc1 | -17 | 8 | -10 | 20 | -9 | -44 | -11 | -11 | 7 | -3 | -25
CCN(Cc1cccs1)C(=O)CN1CCN(S(=O)(=O)c2ccc3c(c2)OCCCO3)CC1 | 24 | 12 | 10 | -9 | -15 | -3 | 5 | -2 | -16 | 0 | -21
CCCCNC(=O)C1c2ccccc2OCC(=O)N1CCc1ccccc1 (centres undefined) | 5 | 19 | / | -7 | -2 | / | / | / | -13 | / | 10
CC1(c2nnc(Cc3ccccc3)o2)CC(c2cccc(Cl)c2)=NO1 (centres undefined) | 1 | -7 | -11 | -21 | -32 | 1 | 27 | -10 | -1 | 2 | 3
C/C(=N\Nc1ccc(S(N)(=O)=O)cc1[N+](=O)[O-])c1ccccc1O | 7 | -2 | -11 | 4 | -11 | -14 | ? | -10 | 2 | -10 | -35
CCN(CC)S(=O)(=O)c1ccc(OC)c(NC(=O)/C=C/c2ccco2)c1 | 20 | -12 | -8 | 12 | 1 | -4 | 4 | -6 | -12 | -10 | 6
COC(=O)C(NC(=O)c1ccco1)(Nc1cc(C)ccn1)C(F)(F)F (centres undefined) | -4 | 17 | -6 | -19 | 16 | -6 | 2 | 5 | -4 | 4 | 22
CC(C)Oc1ccc(C(=O)N(CN2CCCC2=O)c2ccc(F)cc2)cc1 | -40 | -2 | 13 | 3 | 4 | -8 | -8 | -2 | -7 | -8 | -3
Nc1cc(Cl)ccc1C(=O)OCC(=O)NC1CCCCCCC1 | -9 | 16 | -5 | 9 | -4 | -5 | -3 | 1 | -11 | 2 | -65
COc1ccc(-c2cc(C3CCN(c4ccc(C(C)=O)cc4[N+](=O)[O-])CC3)[nH]n2)cc1 | 27 | -12 | 7 | 7 | 42* | 19 | -7 | 4 | 4 | -2 | 74*
Cc1nc([N+](=O)[O-])c(SCC(N)=O)n1Cc1ccccc1 | -15 | 4 | 1 | -8 | 6 | 16 | 1 | -3 | -5 | -7 | 10
O=C(Nc1ccc(CN2CCS(=O)(=O)CC2)cc1)c1ccccc1 | -43 | -19 | 1 | 31 | -5 | 3 | 8 | -10 | 5 | -9 | -5
Cc1cc(C(=O)NN=C(Cc2ccccc2)Cc2ccccc2)c(C)o1 | -14 | -71 | -47 | 5 | -10 | -10 | 1 | -2 | -14 | -7 | -27
CCOc1ccc2nc(NC(=O)C3=NNC(=O)CC3)sc2c1 | -34 | -52 | -57 | 10 | -13 | -36 | 1 | -9 | -6 | 13 | -29
Nc1c(NC2CCCCC2)c2ccccc2oc1=O | -23 | -4 | -16 | -9 | -8 | 24 | -7 | 0 | 2 | -8 | 0
Cc1sc2ccccc2c1CNC[C@H]1O[C@@H](n2ccc(N)nc2=O)[C@H](O)[C@@H]1O | 8 | -4 | -1 | 0 | 4 | -7 | / | -19 | -1 | -7 | 6
CCCCN1C(=O)C(CC(=O)NCCN2CCOCC2)CC(C(=O)N(C(C)C)C(C)C)=C1C (centres undefined) | -22 | -14 | 12 | -18 | 12 | -10 | / | -12 | 14 | -1 | -2
COc1ccc(/C=C2/SC(=S)N(n3c(C)ccc3C)C2=O)cc1 | 6 | 2 | -12 | 62* | -16 | -15 | -11 | -7 | -7 | -1 | -37
COc1cc(/C=N/Nc2nc(Nc3ccccc3)nc(N3CCOCC3)n2)ccc1OC(=O)c1ccco1 | 12 | 0 | -31 | 31 | 2 | -25 | 0 | 18 | -1 | 1 | 4
COc1ccccc1N1CCN(c2ccc3c(c2)S(=O)(=O)c2cccc(C(=O)NCc4ccc(F)cc4)c2C3=O)CC1 | -3 | 17 | -1 | 18 | 5 | 3 | -2 | 5 | 7 | 11 | -2
COCCNC(=S)N1CCC(NC(=O)C23CC4CC(CC(C4)C2)C3)CC1 | 6 | 5 | 5 | 0 | 12 | 8 | 1 | -3 | 2 | 0 | 14
CCC(c1nc2ccccc2[nH]1)n1c(-c2cnccn2)nc2ccccc21 (centres undefined) | 15 | 3 | / | -4 | -8 | / | / | / | -9 | / | /
COc1cc(OC)cc(-c2ncc3ccccn23)c1 | 2 | 11 | -7 | -11 | -7 | 1 | 20 | 7 | 5 | 0 | 25
N/C(=N\c1nc2c(c(=O)[nH]1)CCC2)Nc1ccccc1C(F)(F)F | -26 | -5 | -21 | 7 | -9 | 9 | -9 | 7 | 0 | -8 | -2
CC1=C(C(=O)OC2CCCC(C)C2)C(c2ccccc2)NC(=O)N1 (centres undefined) | -48 | 18 | 6 | -10 | -9 | 14 | -2 | 2 | 7 | -10 | 16
Cc1ccc(NC(=O)CSCC(=O)NCc2cccc(C(F)(F)F)c2)cc1 | -18 | 10 | -19 | -8 | 5 | 0 | 5 | -6 | 6 | 0 | -27
CCOc1ccccc1/C=N/Nc1ccc(Cl)nn1 | -43 | 16 | 6 | 1 | -1 | -9 | -2 | -3 | -3 | 0 | 6
O=C(CSc1nc2ccccc2c(=O)n1CCCN1CCOCC1)N1CCN(c2ccccc2)CC1 | 10 | 5 | 10 | 6 | 10 | 5 | 1 | -9 | -2 | -1 | 8
CSc1ncccc1C(=O)NCC(=O)Nc1ccc(F)c(F)c1 | 12 | 6 | -11 | -6 | -10 | 6 | / | -4 | -5 | -15 | 2
CC12CCC(=O)N1C(C(=O)OCC(=O)Nc1ccc(S(N)(=O)=O)cc1)CS2 (centres undefined) | -25 | -7 | -3 | -5 | -5 | 5 | 7 | -13 | -3 | 4 | 16
Cc1oc(-c2ccccc2)nc1C(=O)O | -17 | 5 | 2 | 18 | -1 | 19 | 0 | 6 | -11 | 12 | -10
COc1ccccc1Oc1ncnc2c1cnn2-c1ccccc1 | -94 | -102 | -56 | 4 | -46 | -56 | 6 | -38 | -1 | 0 | -30
CN(C(=O)COC(=O)c1cc2ccccc2cc1O)c1ccccc1 | 9 | -39 | -28 | -1 | -16 | -20 | -3 | 8 | -4 | -2 | -31
ONC(=Nc1ccccc1Cl)c1c(F)cccc1F | -6 | -2 | 14 | -24 | -3 | 14 | -3 | 2 | -1 | -12 | 19
CCc1ccc(C(=O)COC(=O)CNC(=O)c2ccco2)cc1 | -34 | 5 | 5 | 16 | 5 | -18 | -10 | -1 | -5 | -6 | /
